TbREL1 primary: TbREL1 RNA ligase inhibitors, primary screen, biochemical, FRET fluorescence. RNA-editing ligase 1, mitochondrial (Trypanosoma brucei brucei), P86926. TbREL1 RNA ligation. inhibition, % at 9.66 µM. 89,000 compounds, 0.49% hits. AID 1117264, 2014;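 active = inhibition above the mean inhibition across all screened compounds plus 3 SD, cut at about 11% in these data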;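 also: 0% = plate median of test wells and 100% = NSC42067 control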
Target sequence (P86926 whole entry, looked up): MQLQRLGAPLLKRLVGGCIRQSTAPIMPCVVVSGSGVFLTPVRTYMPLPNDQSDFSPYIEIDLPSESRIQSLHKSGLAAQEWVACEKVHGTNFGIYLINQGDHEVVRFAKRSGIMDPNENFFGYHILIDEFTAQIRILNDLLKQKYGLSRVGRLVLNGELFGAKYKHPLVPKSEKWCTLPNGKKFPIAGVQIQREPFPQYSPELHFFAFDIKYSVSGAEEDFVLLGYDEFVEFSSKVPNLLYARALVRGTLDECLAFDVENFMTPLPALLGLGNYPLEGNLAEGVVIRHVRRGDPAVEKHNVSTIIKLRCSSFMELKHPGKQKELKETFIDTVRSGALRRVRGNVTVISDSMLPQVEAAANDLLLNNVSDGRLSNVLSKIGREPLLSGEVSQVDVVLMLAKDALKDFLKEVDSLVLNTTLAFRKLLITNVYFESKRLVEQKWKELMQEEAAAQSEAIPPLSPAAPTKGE
Starred values were filed as active, the others as inactive. An excerpt (hit frequency here may not be typical).

A first look, 4 compounds:
What do the screens show for `COCCOC(=O)c1c(C)oc2ccc(NS(=O)(=O)c3ccc(F)cc3)cc12`?
TbREL1 primary: -1.7

How did COC(C/C=C\C(=O)[C@H](C)OCc1ccccc1)OC do in these assays?
TbREL1 primary: 1.0

How did NC(=O)CC(NC(=O)Cc1cccc2ccccc12)c1ccc(NCCc2cccc(F)c2)c([N+](=O)[O-])c1 (stereo unspecified) do in these assays?
TbREL1 primary: 0.5

Results for COC(=O)C1=C(C)N(CC(C)C)C(=S)NC1c1cccc(OC)c1 (stereo unspecified) ?
TbREL1 primary: -4.7

All compounds of this part (from the top)
What do the screens show for `COCCOC(=O)c1c(C)oc2ccc(NS(=O)(=O)c3ccc(F)cc3)cc12`?
TbREL1 primary: -1.7

How did COC(C/C=C\C(=O)[C@H](C)OCc1ccccc1)OC do in these assays?
TbREL1 primary: 1.0

How did NC(=O)CC(NC(=O)Cc1cccc2ccccc12)c1ccc(NCCc2cccc(F)c2)c([N+](=O)[O-])c1 (stereo unspecified) do in these assays?
TbREL1 primary: 0.5

Results for COC(=O)C1=C(C)N(CC(C)C)C(=S)NC1c1cccc(OC)c1 (stereo unspecified) ?
TbREL1 primary: -4.7

Results for Cc1ccc(NC(=O)c2ccc(NS(=O)(=O)/C=C/c3ccccc3)cc2)nc1 ?
TbREL1 primary: 0.5

What do the screens show for `O=C(CSc1nnc(-c2ccco2)c(-c2ccco2)n1)c1ccccc1`?
TbREL1 primary: 11.9*

What do the screens show for `O=C(N/N=C/c1cccnc1)c1ccccc1NS(=O)(=O)c1cccs1`?
TbREL1 primary: 0.6

What do the screens show for `CCOc1cc(C)ccc1OCc1nnc(SCC(=O)c2cccc([N+](=O)[O-])c2)n1CC`?
TbREL1 primary: -4.7

Results for Cc1nc(SCc2nc3ccccc3[nH]2)c2oc3ccc(Br)cc3c2n1 ?
TbREL1 primary: -3.9

What do the screens show for `C=CC[n+]1c(-c2ccc(C)cc2)csc1Nc1ccc(NC(C)=O)cc1`?
TbREL1 primary: -4.5

Results for NC(=O)N/N=C/c1cc(Br)ccc1OCC(=O)NCc1ccccc1 ?
TbREL1 primary: 2.7

How did Cc1noc(C)c1CSc1nnnn1-c1ccc(Cl)cc1 do in these assays?
TbREL1 primary: -0.3

What do the screens show for `CNC(=O)c1[nH]cnc1C(=O)Nc1ccc(Cl)cc1`?
TbREL1 primary: 0.8

What do the screens show for `CCOc1ccccc1N1CC(C(=O)Nc2ccccc2N2CCOCC2)CC1=O` (stereo unspecified)?
TbREL1 primary: -2.5

What do the screens show for `O=C(CN1CCOCC1)Nc1cc(Cl)ccc1Cl`?
TbREL1 primary: -0.8

What do the screens show for `CC1CC(Nc2ccccc2)c2ccccc2N1C(=O)c1ccco1` (stereo unspecified)?
TbREL1 primary: -3.7

What do the screens show for `Cc1ccc2[nH]c(C(=O)N3CCOCC3)cc2c1`?
TbREL1 primary: 1.6

What do the screens show for `CC(C)(C)[C@H]1C=C(C(=O)NC2CC2)O[C@@H](OCc2ccc(CO)cc2)C1`?
TbREL1 primary: -1.9

How did Nc1sc2c(c1C(=O)NC1CCS(=O)(=O)C1)CCCC2 (stereo unspecified) do in these assays?
TbREL1 primary: -2.1

Results for CC(=O)Nc1ccc(C(=O)OCC(=O)Nc2ccc([N+](=O)[O-])cc2C(F)(F)F)cc1 ?
TbREL1 primary: -0.1

How did CN1CCc2c(OCC(=O)NC3CCCCC3)cccc2C1=O do in these assays?
TbREL1 primary: 1.6

How did COc1ccc(N2CCN(C(c3ccccc3)c3nnnn3C(C)(C)C)CC2)cc1 (stereo unspecified) do in these assays?
TbREL1 primary: -7.2

What do the screens show for `CN(CC(=O)Nc1ncn[nH]1)S(=O)(=O)c1cc(Cl)ccc1Cl`?
TbREL1 primary: 5.2

Results for Cn1cc(C(c2ccccn2)c2cn(C)c3ccccc23)c2ccccc21 ?
TbREL1 primary: 1.6

Results for CCN(c1ccc(OC)cc1)S(=O)(=O)c1ccc2c(c1)CC(C)N2C(=O)C1CC1 (stereo unspecified) ?
TbREL1 primary: -1.8

How did Nc1cccc(Nc2ccccc2)c1 do in these assays?
TbREL1 primary: -2.5

What do the screens show for `Cc1noc(C)c1COc1cccc(C(=O)NC(C)(C)C)c1`?
TbREL1 primary: -1.0

What do the screens show for `O=[N+]([O-])c1cccc(C2=Nn3c(nnc3-c3ccccc3)SC2)c1`?
TbREL1 primary: 1.4

How did CC1(C)c2[nH]c3ccccc3c2C[C@H]2C(=O)N(Cc3cccc(F)c3)C(=O)N21 do in these assays?
TbREL1 primary: -0.8

What do the screens show for `O=C(NCCSCc1ccccc1)c1cc(S(=O)(=O)N2CCOCC2)ccc1F`?
TbREL1 primary: -1.7

How did NS(=O)(=O)c1ccc(CCNC(=O)COC(=O)C2CCC2)cc1 do in these assays?
TbREL1 primary: 1.2

What do the screens show for `C[C@@H]1NC(=O)[C@H](CCC(N)=O)NC(=O)c2cc([N+](=O)[O-])cc(I)c2NCCC[C@@H](C(N)=O)NC1=O`?
TbREL1 primary: 0.1

Results for O=S(=O)(c1ccc(Cl)nc1)N1CCC(Cc2ccccc2)CC1 ?
TbREL1 primary: 6.5

How did CCCn1c(SCC(=O)Nc2c(C)cccc2C)nnc1C(C)C do in these assays?
TbREL1 primary: 0.4

How did CC(=O)c1c(C)[nH]c(C(=O)N2CCc3ccccc32)c1C do in these assays?
TbREL1 primary: -0.8

How did O=C1[C@H]2[C@@H](c3ccc(F)cc3)N3C(=O)N(c4cccc(Br)c4)C(=O)[C@@]3(Cc3ccccc3)[C@H]2C(=O)N1C1CCCCC1 do in these assays?
TbREL1 primary: 5.9

How did CC(C)C[C@H](NC(=O)OC(C)(C)C)c1nnc(SCc2cccc(F)c2)o1 do in these assays?
TbREL1 primary: 1.8

What do the screens show for `Nc1oc2ccccc2c(=O)c1C=O`?
TbREL1 primary: 0.0

Results for CCn1c(COc2ccc(=O)n(-c3ccccc3)n2)nnc1SCc1ccc(C)cc1 ?
TbREL1 primary: 3.0

How did Oc1ccc(/C=N/N2CCN(c3ccccn3)CC2)cc1 do in these assays?
TbREL1 primary: -2.8

What do the screens show for `COc1ccc(CNc2nc3ccccc3n2Cc2ccc(C)cc2)cc1OC`?
TbREL1 primary: 2.9

How did Cc1cc(C)c(C)c(OCCNCc2ccccc2)c1 do in these assays?
TbREL1 primary: 11.0

How did Cn1c2ccccc2c2ncn(Cc3ccco3)c(=O)c21 do in these assays?
TbREL1 primary: -1.9

How did CC1COC2C(O1)N(S(C)(=O)=O)CCN2S(C)(=O)=O (stereo unspecified) do in these assays?
TbREL1 primary: -0.5

How did C/C(N)=C(/C#N)C(=O)CSc1nnc(Nc2cccc(C)c2C)s1 do in these assays?
TbREL1 primary: -0.9

How did C=CCn1c(SCC(=O)Nc2ccc(C(=O)OCC)cc2)nnc1-c1cccs1 do in these assays?
TbREL1 primary: -2.2

What do the screens show for `CCN(CC)CC#CC(O)(c1ccccc1)c1ccccc1`?
TbREL1 primary: -2.5

What do the screens show for `N=c1sccn1CC(=O)Nc1cccc(S(=O)(=O)N2CCCCCC2)c1`?
TbREL1 primary: 4.9

What do the screens show for `c1ccc(OCCOc2ncnc3ccccc23)cc1`?
TbREL1 primary: 4.3

How did CCN(C(=O)CN1CCCCC1)c1c(N)n(Cc2ccccc2)c(=O)[nH]c1=O do in these assays?
TbREL1 primary: 0.5

Results for COC(=O)/C(C#N)=C/c1cc(C)sc1C ?
TbREL1 primary: -0.7

Results for Cc1ccc(S(=O)(=O)NCC(=O)OC(C)C(=O)NC2CCCCC2C)cc1C (stereo unspecified) ?
TbREL1 primary: 1.7

How did CC(=O)Nc1ccc(NC(=O)c2c([N+](=O)[O-])c(C(C)(C)C)nn2C)cc1 do in these assays?
TbREL1 primary: 4.0

How did COc1ccc(O)c(/C=N/N=C/c2cccc([N+](=O)[O-])c2)c1 do in these assays?
TbREL1 primary: 1.9

Results for N/C(CN1CCCC1=O)=N\OC(=O)c1ccc(Cl)cc1 ?
TbREL1 primary: -0.3

Results for Cc1ccccc1CS(=O)(=O)CCC(=O)NCCN1CCN(c2cccc(Cl)c2)CC1 ?
TbREL1 primary: -4.0

How did Cc1ccc(Cc2cnc(NC(=O)/C(C#N)=C/c3ccc(-c4cccc([N+](=O)[O-])c4)o3)s2)cc1 do in these assays?
TbREL1 primary: -1.6

How did NNC(=O)CNC(c1ccccc1)c1cc(Br)ccc1NC(=O)c1ccc(Br)cc1 (stereo unspecified) do in these assays?
TbREL1 primary: 1.6

What do the screens show for `Cn1nc(C(=O)OCc2ccccc2F)c2ccccc2c1=O`?
TbREL1 primary: -1.4

What do the screens show for `Cn1nc(C(=O)Nc2cccc(S(N)(=O)=O)c2)c2ccccc2c1=O`?
TbREL1 primary: -0.8

Results for CC(C)(C)C1CCC(=O)N(CCC#N)CC1 (stereo unspecified) ?
TbREL1 primary: -2.3

How did COc1cccc(OC)c1C(=O)NC(=S)NNC(=O)[C@H]1C[C@@H]1c1ccccc1 do in these assays?
TbREL1 primary: -6.6

Results for CSc1cccc(NC(=O)C2CCCN(S(=O)(=O)c3cnc[nH]3)C2)c1 (stereo unspecified) ?
TbREL1 primary: -2.6

What do the screens show for `Clc1ccc(C2CC(c3cccs3)n3ncnc3N2)cc1Cl` (stereo unspecified)?
TbREL1 primary: 2.4

How did O=C(CN(C(=O)c1csnn1)c1ccc(F)c(Cl)c1)NC1CCCC1 do in these assays?
TbREL1 primary: 1.5

How did CCOC(=O)c1c(N)c(C#N)c2n1CCCC2 do in these assays?
TbREL1 primary: 0.3

What do the screens show for `COc1ccc(NS(=O)(=O)c2csc(C(=O)N3CCCC3)c2)cc1`?
TbREL1 primary: -2.3

What do the screens show for `COCc1c(C(=O)N2CCN(Cc3ccc4c(c3)OCO4)CC2)oc2ccccc12`?
TbREL1 primary: -0.6

Results for CC1=NNC(=O)C1CCC(=O)N/N=C/c1ccc(C)cc1 (stereo unspecified) ?
TbREL1 primary: -2.5

Results for O=C1COC(c2ccccc2)C2CCCCN12 (stereo unspecified) ?
TbREL1 primary: 5.8

How did O=c1/c(=C/c2ccccn2)sc2n1CN(c1ccccc1)CN=2 do in these assays?
TbREL1 primary: -1.4

Results for C[C@H]1[C@H](C)CC[C@]2(C)CC[C@]3(C)C(=CC(=O)C4[C@@]5(C)CC[C@H](O)C(C)(C)C5CC[C@]43C)[C@H]12 (stereo partly specified) ?
TbREL1 primary: -0.7

What do the screens show for `COc1ccc(OC)c(NC(=O)COC(=O)/C=C/c2c(C)nn(C3CCS(=O)(=O)C3)c2Cl)c1` (stereo unspecified)?
TbREL1 primary: -3.5

How did O=S(=O)(Nc1cccc(-n2cnnn2)c1)c1cc(Cl)ccc1Cl do in these assays?
TbREL1 primary: 3.4

How did COc1ccc(NC2=CC(c3cccc(OC)c3)N(c3ccc(OC)cc3)C2=O)cc1 (stereo unspecified) do in these assays?
TbREL1 primary: -2.5

How did FC(F)Oc1ccc(/C=N/c2c(-c3ccc(OC(F)F)cc3)nc3n2CCS3)cc1 do in these assays?
TbREL1 primary: -4.4

Results for COc1ccc(OC)c(C(=O)c2ccc([N+](=O)[O-])cc2)c1 ?
TbREL1 primary: 3.1

How did CCOC(=O)c1c(NC(=O)C2CCCO2)sc(C(=O)OC(C)(C)C)c1C (stereo unspecified) do in these assays?
TbREL1 primary: -4.1

Results for O=S(=O)(c1ccccc1)c1nc(-c2cccs2)oc1NCCCn1ccnc1 ?
TbREL1 primary: -0.8

What do the screens show for `COc1ccc(N2CCOCC2)c(NC(=O)COc2cccc(C)c2)c1`?
TbREL1 primary: 3.1

What do the screens show for `O=C(NCCO)OC1CC2CC1[C@H]1CCCCN1C2=O` (stereo partly specified)?
TbREL1 primary: 6.5

How did O=C1CCCC(O)=C1N=Nc1cccc(C(=O)O)c1 do in these assays?
TbREL1 primary: 3.0

How did CC1(NC(=S)Nc2ccc(NC(=S)NC3(C)CCS(=O)(=O)C3)cc2)CCS(=O)(=O)C1 (stereo unspecified) do in these assays?
TbREL1 primary: -3.5

How did COc1ccc(CCNc2c([N+](=O)[O-])c(=O)oc3ccccc23)cc1OC do in these assays?
TbREL1 primary: 2.3

What do the screens show for `Cc1cc(OCCCCNC(C)C)cc(C(C)C)c1`?
TbREL1 primary: 3.1

Results for CCOc1ccc(-n2c(SCC(=O)Nc3cccc4ccccc34)nnc2-c2cccs2)cc1 ?
TbREL1 primary: 3.6

Results for C[C@H](CO)N1C[C@H](C)[C@H](CN(C)C(=O)Nc2ccc(-c3cccs3)cc2)OCc2cnnn2CCCC1=O ?
TbREL1 primary: -3.0

What do the screens show for `O=C(Cc1cnn(-c2ccccc2)c1)c1ccc(O)c(O)c1O`?
TbREL1 primary: 2.7

How did CCCCNC(=O)C(c1ccc(OCC(=O)OC)c(C(=O)OC)c1)N(CCOC)C(=O)CCCCCN1C(=O)NC(c2ccc(-c3ccccc3)cc2)C(C(=O)OCc2ccccc2)=C1C (stereo unspecified) do in these assays?
TbREL1 primary: -3.2

Results for O=C(Cn1c(NCCO)nc2ccccc21)NCC(F)(F)F ?
TbREL1 primary: -0.3

What do the screens show for `O=C(c1cccc(-n2cccc2)c1)N1CCN(S(=O)(=O)c2ccccc2)CC1`?
TbREL1 primary: 3.3

As a short view, seven of the compounds above.
What do the screens show for `O=C(NCCO)OC1CC2CC1[C@H]1CCCCN1C2=O` (stereo partly specified)?
TbREL1 primary: 6.5

How did O=C1CCCC(O)=C1N=Nc1cccc(C(=O)O)c1 do in these assays?
TbREL1 primary: 3.0

How did CC1(NC(=S)Nc2ccc(NC(=S)NC3(C)CCS(=O)(=O)C3)cc2)CCS(=O)(=O)C1 (stereo unspecified) do in these assays?
TbREL1 primary: -3.5

How did COc1ccc(CCNc2c([N+](=O)[O-])c(=O)oc3ccccc23)cc1OC do in these assays?
TbREL1 primary: 2.3

What do the screens show for `Cc1cc(OCCCCNC(C)C)cc(C(C)C)c1`?
TbREL1 primary: 3.1

Results for CCOc1ccc(-n2c(SCC(=O)Nc3cccc4ccccc34)nnc2-c2cccs2)cc1 ?
TbREL1 primary: 3.6

Results for C[C@H](CO)N1C[C@H](C)[C@H](CN(C)C(=O)Nc2ccc(-c3cccs3)cc2)OCc2cnnn2CCCC1=O ?
TbREL1 primary: -3.0

Bioassay records (PubChem BioAssay)
